MT1-MMP act inh – MT1-MMP (human) activation inhibition; 360,000 compounds, 0.061% hits; GFP/RFP ratio change, % at 20 µM; AID 651647; HT1080 RFP-PRO-GFP cells, GFP/RFP ratio fluorescence, overnight; percent of plate control window, DMSO zero; P50281;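 active = GFP/RFP ratio change of at least 30% with cell ATP level not reduced by more than half and red fluorescence within 50% of control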; also: strong numbers were not always called active
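Test system: HT1080 cells expressing an RFP-PRO-GFP fluorescent reporter construct / Compound dosing: single-point 20 µM compound, 1% DMSO / Schedule: cells overnight before dosing, compound overnight, 37 °C, 5% CO2 / Evaluation: GFP/RFP fluorescence ratio / Control set: DMSO and RFP-L50D-GFP cell wells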
Rpn11 block – blocks the human proteasome subunit Rpn11; O00487; calls only at 20 µM; human 26S proteasome, Ub4-pepOG fluorescence polarization; 20S core pre-blocked with epoxomicin; 360,000 compounds, 0.59% hits; AID 588493;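 active = inhibition at 20 µM, scaled to each plate's controls, above about 33%, limit read from the data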
SKN-1 block – inhibitors of C. elegans SKN-1. 360,000 compounds, 0.49% hits. inhibition, % at 21.8 µM. C. elegans VP596 Pgst-4::GFP/RFP ratio, acrylamide-induced, 24 h. AID 624304;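 active = interference check ratio from 0.5 to 1.5 plus GFP to RFP signal ratio inhibition reaching or exceeding a fixed threshold, cut at about 30% in these data, passing the limit was not always enough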; also: some compounds called inactive have numbers as strong as hits
CendR NRP1 mod – modulators of CendR peptide binding to human neuropilin-1. O14786. FAM-RPARPAR peptide binding to NRP-1, fluorescence polarization. inhibition, % at 25 µM. 360,000 compounds, 0.85% hits. AID 602438;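 active = inhibition or corrected inhibition above about 18%, plus a signal ratio from 0.5 to 1.5, limit read from the data, passing the limit was not always enough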; also: strong numbers were not always called active
Target sequence (O14786 whole entry, looked up): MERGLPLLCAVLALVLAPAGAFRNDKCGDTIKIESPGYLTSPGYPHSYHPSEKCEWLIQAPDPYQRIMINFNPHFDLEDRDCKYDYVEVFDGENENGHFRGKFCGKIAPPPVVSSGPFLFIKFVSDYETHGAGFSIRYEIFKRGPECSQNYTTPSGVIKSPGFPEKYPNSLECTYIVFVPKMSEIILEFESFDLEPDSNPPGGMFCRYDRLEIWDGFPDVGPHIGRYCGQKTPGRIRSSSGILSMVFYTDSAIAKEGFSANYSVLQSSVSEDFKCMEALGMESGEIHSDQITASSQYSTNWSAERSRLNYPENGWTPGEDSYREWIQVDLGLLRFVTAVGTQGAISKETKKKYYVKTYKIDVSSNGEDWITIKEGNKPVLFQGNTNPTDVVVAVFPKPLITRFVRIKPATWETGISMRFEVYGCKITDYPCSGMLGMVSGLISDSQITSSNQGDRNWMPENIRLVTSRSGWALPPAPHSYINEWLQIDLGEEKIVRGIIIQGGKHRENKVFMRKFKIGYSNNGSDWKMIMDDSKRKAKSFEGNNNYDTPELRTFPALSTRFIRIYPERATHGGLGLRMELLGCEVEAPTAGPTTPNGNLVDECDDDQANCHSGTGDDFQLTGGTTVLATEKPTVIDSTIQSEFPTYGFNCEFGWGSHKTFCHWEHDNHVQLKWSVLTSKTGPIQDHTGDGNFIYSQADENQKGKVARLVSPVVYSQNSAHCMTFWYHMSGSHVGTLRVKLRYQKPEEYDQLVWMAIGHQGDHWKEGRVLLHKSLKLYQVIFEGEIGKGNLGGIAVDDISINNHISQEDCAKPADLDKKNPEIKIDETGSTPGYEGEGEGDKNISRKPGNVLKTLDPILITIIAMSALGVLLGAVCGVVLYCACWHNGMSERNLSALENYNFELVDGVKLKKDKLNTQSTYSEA
NadD inh – blocks S. aureus nicotinate mononucleotide adenylyltransferase | inhibition, % at 20 µM | 360,000 compounds, 0.78% hits | purified NadD enzyme, colorimetric absorbance read-out | AID 602399; in the data active = inhibition above about 26%; also: some compounds past the cut are filed as inactive
LMPTP block – LMPTP (human) inhibition. 360,000 compounds, 0.22% hits. recombinant LMPTP-A, OMFP fluorogenic substrate, fluorescence intensity. inhibition, % at 20 µM. P24666;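 active = compounds that cut the enzyme signal by at least half of the control window in the single-dose screen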;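 also: plate controls were DMSO wells with enzyme plus substrate for no effect and substrate without enzyme for full effect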
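test system = LMPTP-A | amount = 0.625 nM LMPTP-A final | reagent = fluorogenic phosphatase substrate OMFP at 400 µM final | incubation = 50 min at room temperature | benchmarks = no-enzyme low control, uninhibited high control | medium = Bis-Tris pH 6.0, DTT, detergent | signal = fluorescence intensity of OMFP turnover product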
STEP inh – blocks human striatal-enriched tyrosine phosphatase. P54829. recombinant STEP, OMFP fluorogenic substrate, fluorescence. inhibition, % at 20 µM. 360,000 compounds, 0.25% hits. AID 588621;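 active = inhibition at 20 µM, scaled per plate between control wells, above about 37%, limit read from the data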;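 also: 0% = DMSO with enzyme and substrate and 100% = substrate only without enzyme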
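Measure: Control-normalized % inhibition with plate pattern correction | Test system: STEP phosphatase, cell-free reaction | Medium: pH 6.0 Bis-Tris with DTT and Tween 20 | Technique: Fluorescence, 480/540 nm | Times: Reaction 20 min, ambient temperature | Doses: Single compound dose of 20 µM, 1% DMSO final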
SUMO1 PPI mod – modulators of human SUMO1-mediated protein-protein interactions; SUMO1 binding to a labelled peptide, TR-FRET, 1 h; 360,000 compounds, 0.33% hits; P63165; inhibition, % at 20 µM; in the data active = inhibition above about 37%
Scp1 inh – Scp-1 (human) phosphatase inhibition; Recombinant Scp1, phosphopeptide, malachite green phosphate absorbance; Q9GZU7; 340,000 compounds, 0.88% hits; inhibition, % at 20 µM;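 active = inhibition above about 50% at 20 µM, limit read from the data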;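 also: plate controls were DMSO wells with enzyme for no effect and wells lacking enzyme for full effect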
Target sequence (Q9GZU7 76-261 limits assumed): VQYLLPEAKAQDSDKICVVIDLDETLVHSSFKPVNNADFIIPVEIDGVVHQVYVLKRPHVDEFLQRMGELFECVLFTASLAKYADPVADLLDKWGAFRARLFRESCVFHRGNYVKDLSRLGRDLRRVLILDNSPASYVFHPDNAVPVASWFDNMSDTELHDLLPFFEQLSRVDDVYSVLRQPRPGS
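Test system: SCP-1 phosphatase catalytic domain, residues 76-261; measured by: colorimetric phosphate reagent with accelerator and stabiliser, absorbance at 630 nm; timing: enzyme reaction 45 min at room temperature, colour 5 min, stabilisation 30 min; also added: Phosphorylated 17-residue peptide substrate; compound dosing: one concentration, 20 µM, with 1.0% DMSO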
DNMT1 inh – DNMT1 (human) enzyme inhibition; P26358; DNMT1 molecular beacon, Hinp1I cleavage, fluorescence; inhibition (reported as % activation of signal), % at 10 µM; 360,000 compounds, 0.83% hits; in the data active = inhibition above about 50%
* marks the source's active call; other numbers are inactive results; i = inactive; nt = not tested or not shown.

#	canonical_smiles	NadD inh	STEP inh	Rpn11 block	SKN-1 block	CendR NRP1 mod	LMPTP block	DNMT1 inh	Scp1 inh	MT1-MMP act inh	SUMO1 PPI mod
1	COC(=O)C1=C(C)N(Cc2ccccc2)C(=S)N[C@H]1c1ccc(Br)cc1	3.6	0.0	i	0.8	-11.0	3.5	-3.7	-8.5	-0.6	-5.0
2	Cc1ccc(S(=O)(=O)C(C#N)c2nc3ccccc3nc2OCCO)cc1 (configuration not stated)	1.8	-3.8	i	1.1	3.0	-1.2	1.3	1.0	6.8	2.5
3	CC(=O)c1cccc(NS(=O)(=O)c2ccc(-c3cnc(C4CC4)o3)cc2)c1	0.8	-0.3	i	-6.8	-3.0	1.0	0.9	-6.8	-7.7	-6.4
4	CCN(C(=O)CCN1C(=O)S/C(=C\c2ccccc2)C1=O)C1CCS(=O)(=O)C1 (configuration not stated)	-3.6	-1.7	i	3.0	-2.4	-0.4	1.2	-3.5	-6.2	-26.5
5	Cc1ccc(C)n1CCN1CCN(C(=O)c2ccc(Cl)cc2)CC1	-4.7	-0.2	i	6.8	5.9	-0.7	-5.3	-6.2	-2.7	-3.9
6	O=C(Nc1ccc(C(=O)N2CCCCC2)cc1)Nc1cccc(Cl)c1	-6.0	-1.5	i	7.1	3.6	2.0	2.2	-14.3	6.6	-0.9
7	COc1ccc(NCCc2ccccn2)cc1	-4.4	-0.4	i	15.8	7.1	-1.8	0.9	-2.8	-1.2	-4.6
8	CCOc1ccccc1NS(=O)(=O)c1ccc(OC)c(OC)c1	-0.9	0.3	i	-13.6	-5.1	0.7	0.4	-8.0	1.1	1.4
9	COC(=O)c1cc2sccc2n1CC(=O)Nc1cc(OC)cc(OC)c1	-5.7	-0.5	i	-4.6	-9.9	-0.1	0.4	0.4	-0.3	1.6
10	CCOC(=O)CCSc1nc(C)c2cc(C)c(C)cc2n1	2.2	4.2	i	-11.6	16.3	-0.4	-4.2	-0.3	4.8	-3.1
11	CCCCNC(=O)c1cc2c(=O)n3cccc(C)c3nc2n(Cc2ccccc2)c1=N	6.7	0.6	i	2.0	-12.5	6.2	3.2	9.6	-2.8	-25.4
12	CCOc1ccc(S(=O)(=O)N(C)CC(=O)NCc2ccco2)cc1	-0.5	-1.1	i	10.4	-6.2	-0.4	1.7	1.4	0.7	-3.6
13	CCOC(=O)Cc1nnc(NC(=O)COc2ccc(F)cc2)s1	1.1	0.1	i	3.9	-4.3	-0.9	5.2	-5.8	10.7	3.7
14	CCn1c(-c2ccc([N+](=O)[O-])cc2)n[nH]c1=S	2.1	-2.4	i	1.4	1.7	-1.9	3.2	3.8	-3.4	-15.2
15	O=C(CCn1c(=S)[nH]c2cc3c(cc2c1=O)OCO3)NCc1ccccc1Cl	-4.4	2.1	i	15.1	-14.4	3.2	40.6	4.0	-1.1	-6.6
16	CCOC(=O)NCCc1c(C)nc2c(c(C)nn2C(C)(C)C)c1C	-7.6	-0.2	i	-9.1	-1.7	0.9	-0.2	-2.3	-8.8	0.6
17	O=C(COC(=O)c1cccnc1Cl)Nc1ccc2c(c1)OCO2	-3.3	-0.6	i	0.5	1.9	-0.1	-8.1	-7.1	4.1	2.9
18	Cc1c(C(=O)NC(c2ccccn2)C(F)(F)F)oc2c(F)cccc12 (configuration not stated)	-5.3	0.2	i	17.8	11.1	-0.4	4.7	-1.1	-0.6	-0.2
19	O=C(c1cccc(Cl)c1)c1nn(-c2ccccc2)c(=O)cc1C(F)(F)F	-7.3	2.4	i	21.3	-0.5	1.3	9.0	-5.6	-0.4	13.6
20	COc1cccc2cc(C(=O)C3=C(O)C(=O)N(Cc4ccco4)C3c3cccnc3)oc12 (configuration not stated)	9.6	2.1	i	4.2	-12.5	7.6	1.7	0.8	4.5	-4.1
21	COc1cc(CCC(=O)OCC(=O)Nc2ccc(Br)cc2F)cc(OC)c1OC	-9.8	-0.3	i	-5.4	-1.4	1.9	-0.5	30.2	4.6	-2.1
22	CC(C)Oc1cccc(C(=O)C2CCCN(S(=O)(=O)C(C)C)C2)c1 (configuration not stated)	-4.7	-1.2	i	-1.3	-1.8	1.0	3.9	-16.9	4.8	0.1
23	Cc1cc(NC(=O)Cn2cnc3c2c(=O)n(C)c(=O)n3C)n(-c2ccccc2)n1	1.1	-1.3	i	0.9	2.6	-1.3	-0.1	2.6	-1.6	1.7
24	OC(c1ccc(F)cc1)c1nc(-c2ccccc2)cs1 (configuration not stated)	-1.6	-2.1	i	3.9	-3.9	-0.6	-1.4	nt	1.6	-2.2
25	Cc1nc(C(=O)NNC(=O)c2ccc(Cl)cc2)cs1	-1.6	-0.3	i	12.8	-7.9	-1.2	-6.6	-6.6	1.3	-0.5
26	CCCn1c(SCC(=O)Nc2cccc(S(=O)(=O)NC3=NCCCCC3)c2)nc2ccccc2c1=O	2.0	0.2	i	-2.8	0.1	4.8	7.6	8.6	-4.2	-0.3
27	NC(=S)N(c1ccccc1)c1ccccc1	-4.4	1.3	i	20.4	0.0	-0.5	1.0	1.6	1.7	-0.5
28	Cc1cccc(NC(=O)c2cccc(S(=O)(=O)Nc3ccccc3C(=O)O)c2)c1	-4.9	-5.6	i	-5.3	-15.4	1.2	-1.4	-9.6	0.4	7.0
29	N#Cc1ccc(C23CC4(C2)[C@H](CN(Cc2ccc(C(F)(F)F)cc2)[C@@H]4c2ccccc2)C3c2ccccc2)cc1 (some centres not stated)	20.7	0.4	i	-4.4	8.1	1.0	4.7	3.5	-1.5	0.3
30	Cc1ccc(C)c(SCC(=O)NC(=O)NC2CCCC2)c1	-7.9	-1.1	i	9.1	-2.7	1.2	74.4*	-0.7	2.2	-2.1
31	Cc1cc2occ(CC(=O)N(C)CC(=O)Nc3c(C)cccc3C)c2cc1C	-3.0	0.1	i	-16.4	-14.7	0.5	-0.4	2.2	-1.7	-0.3
32	CCCNC(=O)C1(C)CCN(C(=O)/C=C/c2ccccc2)C1 (configuration not stated)	2.6	-0.3	i	7.5	-5.4	-1.0	-2.3	nt	3.9	-1.6
33	O=C(O)c1cccc(NC(=O)c2ccc(Cl)c(S(=O)(=O)N3CCCCCC3)c2)c1	-1.8	0.6	i	-7.9	-14.1	-0.9	0.7	4.5	1.4	1.4
34	O=C(NCCCN1CCN(c2ccccc2F)CC1)C1CCC(=O)N1C1CCCCC1 (configuration not stated)	-4.8	-0.2	i	-1.3	2.5	-2.1	4.2	9.8	1.0	1.1
35	CCOc1ccc(C(=O)Nc2cccc(-n3cnnn3)c2)cc1OCC	-0.7	-0.9	i	-12.1	3.5	0.3	-1.8	-1.4	3.5	0.7
36	CC1CC(CCN)(c2ccccc2)C(C)CN1C (configuration not stated)	-4.5	-3.6	i	-15.8	-11.2	-4.9	1.0	-10.5	-0.3	-0.9
37	Cc1cc2[nH]cnc2c([N+](=O)[O-])c1C	-3.4	-0.2	i	4.0	10.7	0.5	-0.1	-2.0	-3.7	-13.0
38	CC(=O)Nc1cc(-c2cccc(N)c2)cn2c(-c3ccc(C(C)=O)cc3)cnc12	5.5	-1.9	i	-2.5	-1.5	1.6	-9.1	nt	6.3	-19.2
39	CCC(=O)Nc1ccc(S(=O)(=O)NCC2CCCO2)cc1 (configuration not stated)	-0.7	-1.2	i	-0.2	6.4	0.0	8.5	-2.0	3.7	-0.2
40	CN(Cc1ccc(Cl)cc1)C(=O)c1ccc(S(=O)(=O)NCc2ccco2)cc1	0.1	-3.1	i	10.1	6.1	-0.2	-3.7	-2.2	-2.2	-1.4
41	CCCCN1C(=O)C(CC(=O)NCc2ccco2)CC(C(=O)N(C)C)=C1C (configuration not stated)	2.6	-0.5	i	-0.4	-5.5	0.0	2.7	nt	-1.0	-3.1
42	O=C(CCCO)CCCCCCCCC[C@H]1N[C@H](CO)[C@@H](O)[C@@H]1O	-6.8	1.7	i	13.8	-3.3	-1.2	2.1	-8.5	0.0	5.3
43	O=C1C2C3C=CC(C2C(=O)N1C1CCCCC1)C1C(=O)N(C2CCCCC2)C(=O)C31 (configuration not stated)	-1.8	-2.1	i	20.3	-1.6	-0.1	0.0	-1.2	0.5	2.6
44	O=C(Nc1ccncc1)c1ccc(NS(=O)(=O)c2ccc3[nH]c(=O)[nH]c3c2)cc1	4.4	-2.5	i	7.1	9.9	-2.2	-2.5	-4.2	0.0	1.0
45	O=C(Nc1cccc(C(=O)O)c1)/C(=C/c1ccccc1)NC(=O)c1cccc(Br)c1	5.1	-0.4	i	2.7	8.4	-1.3	0.0	-18.7	-7.3	-8.8
46	CCN1CCN(C(=O)C(C)Nc2ccc(OC)cc2OC)CC1 (configuration not stated)	3.3	-3.0	i	11.5	-10.0	1.5	-6.3	-6.5	7.5	-9.8
47	COc1ccccc1/C=N/NC(=O)c1ccc(Cn2nc([N+](=O)[O-])cc2C)cc1	5.7	2.1	i	5.6	10.8	1.0	-1.4	-13.1	2.8	-11.7
48	Cc1ccc(SCCC(=O)Nc2cccnc2)cc1	-0.8	-0.2	i	3.9	10.3	-0.6	2.2	-10.3	6.6	2.3
49	CCNc1nc(OC)nc(Oc2ccc(=O)n(-c3ccccc3)n2)n1	-5.0	-2.6	i	12.9	1.6	0.4	7.6	21.7	1.4	15.2
50	COc1ccc(CCNS(=O)(=O)c2cn(C)nc2C)cc1OC	0.7	-1.4	i	-13.5	-6.6	-0.2	0.2	-0.1	-0.1	-2.4

Arranged by SMILES length (smallest number first): part of the list above.
#	canonical_smiles	NadD inh	STEP inh	Rpn11 block	SKN-1 block	CendR NRP1 mod	LMPTP block	DNMT1 inh	Scp1 inh	MT1-MMP act inh	SUMO1 PPI mod
24	OC(c1ccc(F)cc1)c1nc(-c2ccccc2)cs1 (configuration not stated)	-1.6	-2.1	i	3.9	-3.9	-0.6	-1.4	nt	1.6	-2.2
15	O=C(CCn1c(=S)[nH]c2cc3c(cc2c1=O)OCO3)NCc1ccccc1Cl	-4.4	2.1	i	15.1	-14.4	3.2	40.6	4.0	-1.1	-6.6
4	CCN(C(=O)CCN1C(=O)S/C(=C\c2ccccc2)C1=O)C1CCS(=O)(=O)C1 (configuration not stated)	-3.6	-1.7	i	3.0	-2.4	-0.4	1.2	-3.5	-6.2	-26.5
26	CCCn1c(SCC(=O)Nc2cccc(S(=O)(=O)NC3=NCCCCC3)c2)nc2ccccc2c1=O	2.0	0.2	i	-2.8	0.1	4.8	7.6	8.6	-4.2	-0.3

Assay outcomes (PubChem)

Hits appear at their usual frequency; 3.9% or so of the library scored in one or more.
